# Rv3671c inh: Rv3671c (M. tuberculosis) protease inhibition; P9WHR9; inhibition, % at 5.96 µM; 320,000 tested, 0.048% active; AID 2606; in the data active = inhibition above about 38%;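 also: extracellular domain of Rv3671c used as enzyme; 0% = enzyme with DMSO and 100% = no enzyme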
# VHR inh abs: inhibitors of human VHR1 phosphatase (DUSP3); recombinant VHR phosphatase, pNPP absorbance; 290,000 tested, 0.52% active; P51452; AID 1654; inhibition, % at 13.3 µM; in the data active = inhibition above about 50%; also: some compounds called inactive have numbers as strong as hits
# 3CLpro inhibitor: SARS-CoV 3CLpro protease inhibition. P0C6X7. recombinant SARS-CoV 3CLpro, quenched FRET peptide cleavage. inhibition, % at 6 µM. 290,000 tested, 0.14% active; in the data active = inhibition above about 12%
# PfHsp40 yeast: rescue of PfHsp40-mediated yeast toxicity. S. cerevisiae expressing PfHsp40, growth rescue, ATP luminescence. growth rescue, % at 12.5 µM. 340,000 tested, 0.68% active; in the data active = growth rescue above about 28%, passing the limit was not always enough;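 also: yeast W303a lacking pdr1 and pdr3 grown in galactose medium; growth measured after three days at 30 °C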
# TcdB GH inh: TcdB glycohydrolase inhibition | P18177 | TcdB glycohydrolase enzymatic assay, plate reader | inhibition, % at 9.99 µM | 350,000 tested, 0.24% active | AID 652162; in the data active = inhibition above about 10%
# Target sequence (P18177 whole entry, looked up): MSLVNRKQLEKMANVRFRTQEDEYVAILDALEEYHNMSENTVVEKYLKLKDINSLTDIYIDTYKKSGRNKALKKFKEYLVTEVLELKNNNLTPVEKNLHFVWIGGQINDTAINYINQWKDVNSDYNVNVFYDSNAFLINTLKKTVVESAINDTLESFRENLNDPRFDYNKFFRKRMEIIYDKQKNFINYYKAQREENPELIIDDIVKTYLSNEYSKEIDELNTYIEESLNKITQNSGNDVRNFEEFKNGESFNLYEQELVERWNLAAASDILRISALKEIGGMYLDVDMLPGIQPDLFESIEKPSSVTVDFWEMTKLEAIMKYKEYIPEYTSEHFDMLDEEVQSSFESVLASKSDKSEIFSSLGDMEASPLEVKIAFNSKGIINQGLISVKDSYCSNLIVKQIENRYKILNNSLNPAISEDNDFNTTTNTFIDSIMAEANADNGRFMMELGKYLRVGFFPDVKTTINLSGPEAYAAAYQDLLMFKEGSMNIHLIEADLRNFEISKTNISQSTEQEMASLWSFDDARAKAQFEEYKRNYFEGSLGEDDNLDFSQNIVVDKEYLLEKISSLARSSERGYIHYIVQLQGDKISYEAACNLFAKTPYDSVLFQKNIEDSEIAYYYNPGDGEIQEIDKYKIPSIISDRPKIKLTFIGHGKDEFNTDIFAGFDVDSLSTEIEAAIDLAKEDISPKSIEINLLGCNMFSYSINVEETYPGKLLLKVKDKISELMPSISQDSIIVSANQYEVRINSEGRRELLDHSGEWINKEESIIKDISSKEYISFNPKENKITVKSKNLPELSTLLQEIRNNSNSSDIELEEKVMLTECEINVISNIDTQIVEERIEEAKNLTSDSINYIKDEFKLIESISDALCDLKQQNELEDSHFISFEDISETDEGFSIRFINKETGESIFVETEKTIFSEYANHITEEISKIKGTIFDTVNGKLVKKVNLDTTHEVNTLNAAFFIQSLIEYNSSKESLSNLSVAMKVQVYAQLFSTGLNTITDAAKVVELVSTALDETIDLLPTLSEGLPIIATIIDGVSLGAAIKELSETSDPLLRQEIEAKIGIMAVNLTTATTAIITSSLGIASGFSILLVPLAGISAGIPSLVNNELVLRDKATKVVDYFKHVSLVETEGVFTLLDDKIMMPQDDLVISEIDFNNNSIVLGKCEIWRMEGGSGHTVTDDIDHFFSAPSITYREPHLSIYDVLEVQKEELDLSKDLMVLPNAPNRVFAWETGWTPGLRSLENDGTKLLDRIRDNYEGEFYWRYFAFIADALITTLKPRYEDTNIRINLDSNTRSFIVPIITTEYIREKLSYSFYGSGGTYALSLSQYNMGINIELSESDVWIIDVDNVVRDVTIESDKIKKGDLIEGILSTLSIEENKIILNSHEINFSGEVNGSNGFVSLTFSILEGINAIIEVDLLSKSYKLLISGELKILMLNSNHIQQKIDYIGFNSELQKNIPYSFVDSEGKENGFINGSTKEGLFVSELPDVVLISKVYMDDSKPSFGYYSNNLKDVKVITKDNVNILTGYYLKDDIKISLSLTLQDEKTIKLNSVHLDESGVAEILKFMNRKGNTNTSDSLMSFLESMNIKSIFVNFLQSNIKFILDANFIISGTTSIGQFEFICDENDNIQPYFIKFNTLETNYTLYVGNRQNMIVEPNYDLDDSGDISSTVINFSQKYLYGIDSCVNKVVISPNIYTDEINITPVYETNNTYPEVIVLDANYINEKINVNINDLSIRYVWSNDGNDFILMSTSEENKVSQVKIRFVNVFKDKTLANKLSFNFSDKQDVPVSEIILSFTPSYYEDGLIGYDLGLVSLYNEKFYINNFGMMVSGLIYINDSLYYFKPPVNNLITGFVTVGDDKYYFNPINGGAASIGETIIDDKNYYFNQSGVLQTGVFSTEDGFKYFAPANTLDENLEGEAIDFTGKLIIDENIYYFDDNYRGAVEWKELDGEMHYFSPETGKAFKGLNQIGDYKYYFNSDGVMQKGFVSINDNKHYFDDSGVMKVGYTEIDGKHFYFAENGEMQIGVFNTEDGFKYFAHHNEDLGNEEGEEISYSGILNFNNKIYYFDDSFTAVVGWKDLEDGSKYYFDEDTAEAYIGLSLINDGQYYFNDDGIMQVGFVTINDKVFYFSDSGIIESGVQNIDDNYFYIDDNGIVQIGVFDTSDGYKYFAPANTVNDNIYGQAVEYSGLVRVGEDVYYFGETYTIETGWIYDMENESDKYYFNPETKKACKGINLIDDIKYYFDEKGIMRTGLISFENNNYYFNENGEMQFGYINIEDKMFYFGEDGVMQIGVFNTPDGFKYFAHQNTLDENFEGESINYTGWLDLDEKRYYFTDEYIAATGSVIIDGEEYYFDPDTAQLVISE
# PriA SSB inh: K. pneumoniae PriA-SSBct interaction inhibition | inhibition, % at 33 µM | 430,000 tested, 0.6% active | AlphaScreen SSBct-PriA binding, biotinylated peptide; in the data active = inhibition mostly above about 37%, no sharp cut-off; inactive = mostly below about 20%;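 also: plate controls were negative control peptide for no effect and reference peptide for full effect; strong numbers were not always called active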
# MazEF act: MazEF (E. coli) toxin RNase activation | activation, % at 20 µM | FAM/BHQ RNA-DNA oligo cleavage fluorescence, 5 h | 350,000 tested, 0.32% active; in the data active = activation above about 50%
# Vc quorum ag: quorum light induction in luxS cqsA deficient V. cholerae; V. cholerae BH1578 lux reporter, luminescence, 6 h; activation, % at 18.7 µM; 350,000 tested, 0.16% active; in the data active = activation mostly above about 9.7%, no sharp cut-off; also: not every result past the cut was called active; inactives centre near 0; reference of the scale not given here
# Y pestis TopoI: inhibitors of Yersinia pestis topoisomerase I; Y. pestis Topo-I cleavage product accumulation, plate reader; activity, % at 10 µM; 360,000 tested, 0.064% active; AID 504884; in the data active = activity above about 50%, passing the limit was not always enough; also: inactives centre near 2
# Anthrax LF prot: blocks Bacillus anthracis lethal factor protease. P15917. multiplex microsphere protease cleavage assay, LF. inhibition, % at 10 µM. 360,000 tested, 0.12% active. AID 588501; in the data active = inhibition above about 30%; also: plate controls were buffer without enzyme for full effect and enzyme alone for no effect
# The depositor's hits bear a star; i = inactive; . = no result given; & = joins results of further samples. This is a subset, so the mix of outcomes need not match the whole.
# Value order: Rv3671c inh	VHR inh abs	3CLpro inhibitor	PfHsp40 yeast	TcdB GH inh	PriA SSB inh	MazEF act	Vc quorum ag	Y pestis TopoI	Anthrax LF prot
(1) CCCCCC(C(=O)O)C(C)CC(=O)NC1CCCCC1 (centres undefined)
    -2	25	2	-1.2	.	-21	-1	-0.9	-6	3
(2) CCc1ccccc1NC(=O)CN(C)C(=O)CSc1nnc(Nc2cccc(C)c2)s1
    2	5	-2	2.6	2.3	10	2	-0.4	23	2
(3) O=C(O)c1cnc2[nH]c3ccccc3n2c1=O
    -1	12	-3	0.3	1.9	-15	11	-0.3	2	2
(4) COc1ccc(-n2nc(C(=O)NCC(=O)N3CCCC3)c3ccccc3c2=O)cc1
    -2	26	2	0.3	0.5	-5	11	i	-8	2
(5) CCc1ccc(NC(=O)C(NS(=O)(=O)c2ccc3c(c2)CCN3C(C)=O)C(C)C)cc1 (centres undefined)
    -7	-27	-3	-0.1	3.1	0	-9	2.4	-3	-3
(6) COc1cc(C(=O)NNC(=O)C2CC=CCC2C(=O)O)cc(OC)c1OC (centres undefined)
    -5	2	2	1.1	1.0	-7	-1	-0.3	-2	0
(7) CCC/C=C1/CCCOC(C(=O)NCCNCCO)(C(F)(F)F)C1 (centres undefined)
    1	.	.	-0.4	.	-5	-1	0.9	-3	4
(8) CCOC(=O)c1ccccc1NC(=O)CN(c1ccccc1OCC)S(C)(=O)=O
    -1	-17	1	1.0	.	-6	4	0.0	-7	5
(9) COc1ccc(C(=O)Nc2ccccc2C(=O)NCc2cccnc2)cc1OC
    -5	25	-1	0.3	2.3	-15	-4	i	-6	-2
(10) CCCc1cc(Nc2ccccc2OCC)n2ncnc2n1
    -6	3	-4	0.0	.	-14	0	3.2	8	0
(11) COc1ccc(N2CCN(C(=O)c3ccc(CS(=O)(=O)c4ccccc4C)o3)CC2)cc1
    -3	21	0	1.5	1.0	-1	7	i	30	-3
(12) Cc1oc(-c2nc3ccccc3n2C)cc1C(=O)c1ccccc1
    -8	-14	-2	2.8	-3.5	-11	-6	i	-1	-2
(13) CCc1nnc(NC(=O)Nc2ccc(Cl)cc2)s1
    -8	22	3	0.9	0.8	-2	8	-0.4	12	-6
(14) CC1CCN(c2ccc3nnc(CCC(=O)NCc4ccco4)n3n2)CC1
    -5	38	-4	-1.5	0.1	-3	4	i	9	-3
(15) COc1ccc(NC(=O)C2(C)CCN2CC2CCCCC2)cc1OC (centres undefined)
    .	.	.	.	0.7	.	.	-0.8	27	-7
(16) Cc1ccc(S(=O)(=O)c2nnn3c2nc(N2CCOCC2)c2ccccc23)cc1
    -8	14	0	0.9	1.0	4	-21	i	4	3
(17) Cn1cnnc1Sc1nc2c(c(=O)n(C)c(=O)n2C)n1C
    0	.	0	.	.	6	-3	.	.	.
(18) COc1cc(NC(=O)c2ccc(OC)c([N+](=O)[O-])c2)ccc1NC(=O)c1cccs1
    7	-8	2	-0.5	.	-4	42	-0.2	2	-1
(19) Cc1n[nH]c(C)c1S(=O)(=O)N1CCc2ccccc21
    0	8	-6	13	.	-12	3	i	3	-5
(20) O=C1C2CCCN2C(c2ccc(Br)cc2)N1c1ccc(F)cc1 (centres undefined)
    0	15	0	0.0	1.6	4	-3	-0.4	-3	-4
(21) O=C(CSc1nc2ccccc2o1)Nc1nc(-c2ccccc2)cs1
    -78	0	1	0.2	.	-17	-2	3.8	-3	-1
(22) COc1ccc(NC(=O)c2ccc(-n3cncn3)c([N+](=O)[O-])c2)cc1OC
    2	.	.	-0.6	1.7	0	2	-2.3	1	-2
(23) O=C(CN1CCN(C(=O)c2cc(C3CC3)nn2-c2ccccc2)CC1)Nc1ccc(F)cc1
    .	.	.	.	0.8	.	0	i	25	-3
(24) O=C1NC2=C(C(=O)CCC2)C(c2ccccc2)N1 (centres undefined)
    3	-19	-7	-0.9	1.6	-4	7	-4.8	4	-8
(25) Cc1ccc(P(C)(=O)c2ccc(C)cc2)cc1
    -3	32	-3	-1.1	.	-4	8	-0.6	-2	-12
(26) O=c1cc(O)c2sc3nc(-c4ccccc4)cc(C(F)(F)F)c3c2[nH]1
    -11	-10	5	-2.4	.	-10	5	-0.3	3	-2
(27) O=C(c1cc(-c2ccccc2Cl)nc2ccccc12)N1CCN(c2ccccc2O)CC1
    0	.	.	0.6	0.5	17	-4	-7.1	12	0
(28) O=C(Nc1ccc(N2CCOCC2)cc1)C1CC1
    -4	2	0	2.0	.	2	-2	i	-8	-9
(29) CCN(C(=O)CSc1ncnc2c1cnn2-c1ccccc1)C1CCS(=O)(=O)C1 (centres undefined)
    5	.	.	.	1.3	-4	1	-0.7	4	-4
(30) CCOC(=O)c1cc(C#N)c(Oc2ccc(F)cc2)nc1-c1ccccc1
    -1	12	10	-1.0	.	-36	4	i	33	2
(31) C#CCn1ccc(O)c(Cc2ccccc2)c1=O
    1	20	-2	2.3	-1.5	9	5	-8.3	13	-4
(32) Cc1ccc(C)c2[nH]c(=O)c(C(c3nnnn3Cc3ccccc3)N3CCc4ccccc4C3)cc12 (centres undefined)
    -13	29	-4	-1.2	.	-5	-5	i	14	4
(33) Cc1nc2cc(C(F)(F)F)ccc2n1C1CCN(CC(=O)NC(C)(C)C)CC1
    -5	10	-2	6.6	.	-22	3	i	10	0
(34) CC(=O)Nc1ccc(NC(=O)C2CCN(S(C)(=O)=O)CC2)cc1
    .	.	.	.	0.8	.	0	i	2	4
(35) O=C(C(=O)N1CCOCC1)c1c[nH]c2ccccc12
    7	7	-2	1.4	1.4	10&-2	5	i	3	-6
(36) Cn1cnnc1SCC(=O)Nc1ccc(OCc2ccccc2)cc1
    8	9	-2	0.7	0.7	-7	-3	-1.1	-1	0
(37) CC(C)CC(=O)Nc1ccc2nn(-c3ccccc3)nc2c1
    -13	-4	-1	-0.3	.	-29	3	-0.4	4	-2
(38) Cc1cccc(C(=O)NC(=S)NNC(=O)c2cccs2)c1
    -4	15	-2	17	6.6	-14	-16	-0.2	-1	1
(39) CCOc1ccc(-n2c(=O)c3c(C)c(C)sc3n(CC(=O)NCc3ccco3)c2=O)cc1
    3	-2	-7	-0.6	1.2	-9	-24	-0.6	-3	-2
(40) COc1cccc(C(=O)N2CCOCC2)c1
    -3	19	0	-0.3	-8.9	-15	0	-0.7	-2	0
(41) Cc1ccc2sc(NC(=O)CN3C(=O)CCC3=O)nc2c1C
    6	2	5	0.8	6.1	104*	-5	-0.3	-9	-10
(42) O=C(CN1C(=O)CSc2ncccc21)NCCN1CCOCC1
    2	17	0	-2.1	-0.5	-1	2	0.4	2	-12
(43) CCc1cc(C(=O)c2ccc(OC)cc2)c(NC(=O)COCC(=O)O)s1
    -9	36	2	0.8	0.2	10	-23	-8.3	4	-14
(44) Cc1ccc([N+](=O)[O-])cc1NC(=O)c1cccnc1
    5	11	-4	0.0	0.4	-9	-1	-0.6	0	-10
(45) CC1CCCC(C)N1C(=O)CN1CCN(c2nc(-c3ccc(F)cc3)cs2)CC1 (centres undefined)
    10	-12	0	0.1	.	8	-17	-1.2	3	-7
(46) COc1ccc(S(=O)(=O)N(C)C[C@H]2Oc3c(NC(=O)C4CCCCC4)cccc3C(=O)N([C@H](C)CO)C[C@@H]2C)cc1
    2	.	.	0.4	0.9&7.7	10	2	0.8	18	8
(47) COC(=O)c1cc(Cl)c(NC(=O)c2ccc(F)cc2)cc1OC
    -16	5	-3	-0.2	0.9	-10	8	-0.2	6	-1
(48) Cc1ccccc1NC(=O)c1ccccc1NC(=O)c1ccccc1F
    .	14	2	-1.4	1.3	5	-8	0.6	0	-7
(49) COCCCn1c(=S)[nH]c2ccc(N3CCOCC3)cc2c1=O
    4	22	.	0.8	.	-14	2	12	9	0
(50) Cc1cc(-c2ccc(Cl)cc2Cl)c(C#N)c(=O)[nH]1
    3	4	5	-0.8	0.4	1	1	i	2	-4
(51) CCN(CC)CCn1c(NCc2ccc(C)o2)nc2ccccc21
    -10	8	-3	-0.3	.	-8	-7	0.3	1	2
(52) N#CC(C(=O)NC1CC1)c1nc2ccccc2nc1N1CCN(C/C=C/c2ccccc2)CC1 (centres undefined)
    -5	-5	-1	-0.4	.	3	-17	-0.4	-3	6
(53) COc1ccc(Cc2nc3ccc(C(=O)NCCSC)cc3o2)cc1
    -4	.	2	-0.5	-0.1	-7	11	-0.9	-9	18
(54) CCc1ccc2[nH]c(=O)c(C(c3nnnn3Cc3ccc(OC)cc3)N3CCOCC3)cc2c1 (centres undefined)
    2	12	7	-0.6	.	1	1	-0.2	4	-3
(55) C[C@]12CCC3C(CCC4=CC(O)CC[C@@]43/C=N/O)C1(O)CCC2C1=CC(=O)OC1 (some centres undefined)
    4	20	-2	0.1	-1.8	.	7	i	1	13
(56) Cc1ccc(NC(=O)CSc2nnc(COc3ccccc3F)n2N)cc1S(=O)(=O)N1CCOCC1
    .	.	.	-0.1	0.7	10	-7	i	-12	9
(57) CC(=O)NC(Cc1ccc(C)cc1)C(=O)NC1CCN(C(=O)c2ccc([N+](=O)[O-])cc2)CC1 (centres undefined)
    -5	2	4	1.2	0.5	2	-10	i	-7	1
(58) O=C(O)c1c(C(=O)N2N=C3/C(=C/c4ccccc4)CCCC3C2c2ccccc2)cccc1[N+](=O)[O-] (centres undefined)
    -6	18	3	-0.6	0.9	0	-1	-0.4	35	-2
(59) CCOC(=O)c1c[nH]c2c(Cl)ccc(Cl)c2c1=O
    -4	21	7	1.0	.	-4	4	-0.7	-5	3
(60) CO/N=C(\c1nonc1N)N1CCN(c2ccc([N+](=O)[O-])cc2Cl)CC1
    -17	0	4	2.2	.	.	0	.	6	1

# Complete entries from above:
# N#CC(C(=O)NC1CC1)c1nc2ccccc2nc1N1CCN(C/C=C/c2ccccc2)CC1 (centres undefined) is entered as Rv3671c inh = -5; VHR inh abs = -5; 3CLpro inhibitor = -1; PfHsp40 yeast = -0.4; TcdB GH inh = .; PriA SSB inh = 3; MazEF act = -17; Vc quorum ag = -0.4; Y pestis TopoI = -3; Anthrax LF prot = 6
# CCOC(=O)c1c[nH]c2c(Cl)ccc(Cl)c2c1=O is entered as Rv3671c inh = -4; VHR inh abs = 21; 3CLpro inhibitor = 7; PfHsp40 yeast = 1.0; TcdB GH inh = .; PriA SSB inh = -4; MazEF act = 4; Vc quorum ag = -0.7; Y pestis TopoI = -5; Anthrax LF prot = 3

# Carrying on.
# Value order: Rv3671c inh	VHR inh abs	3CLpro inhibitor	PfHsp40 yeast	TcdB GH inh	PriA SSB inh	MazEF act	Vc quorum ag	Y pestis TopoI	Anthrax LF prot
(61) CCOc1ccc(-c2cc(C(=O)NN=C3CCN(C)CC3)[nH]n2)cc1
    -6	18	-1	-0.1	0.2	-3	1	-0.5	1	0
(62) CCCCCCCCCCCCN1[C@@H](CC(=O)OC)c2cc(F)cc(F)c2S1(=O)=O
    -3	.	.	14	.	2	-5	-1.4	21	-5
(63) NS(=O)(=O)c1ccc(NNC(=O)c2ccc(F)cc2F)cc1
    3	21	0	-0.4	-3.4	-10	0	-0.3	-2	13
(64) On1nnc2ccc3ccccc3c21
    -1	-8	3	-0.8	-0.2	-5	0	-0.2	3	-2
(65) CC(C)c1[nH]nc2c1C(c1cccs1)C(C#N)=C(N)O2 (centres undefined)
    -5	-3	0	0.4	.	-15	-4	i	0	2
(66) Clc1ccc(-c2nnc3n2CCCC3)cc1
    -5	19	-6	0.5	.	-19	-2	-1.0	6	1
(67) COc1cccc(CC(=O)OC(C)C(=O)NCc2ccc3c(c2)OCO3)c1 (centres undefined)
    -3	.	.	-0.4	1.7	-19	9	i	9	-4
(68) O=C(NCc1ccccc1)c1ccc2nc(-c3ccco3)c(-c3ccco3)nc2c1
    0	35	1	-0.5	.	0	6	.	-1	6
(69) CCCCN(C(=O)c1cc2c(s1)CCC2)c1c(N)n(CCCC)c(=O)[nH]c1=O
    -4	.	.	1.3	-0.5	-4	2	i	-5	-7
(70) COC(=O)c1cccc(NC(=O)/C(=C\c2ccccc2)NC(=O)c2ccccc2Cl)c1
    1	5	7	-0.2	.	-2	-2	-2.0	13	-5
(71) COc1ccc(NC(=O)c2ccc(-c3ccc(C)c4ccccc34)o2)cc1
    -29	8	7	11	-1.0	-6	-2	i	14	-8
(72) CC1(C)Oc2ccc(C(=O)NN)cc2NC1=O
    -9	14	-2	-1.8	0.8	-10	0	-1.7	-4	-7
